TCR act = T cell receptor activation. Potency, µM (titrated, usually from 9.22 µM), without a hit: at the top dose activation of IL-2 secretion, most hits filed as activators. AID 504894. primary human leukocytes, anti-CD3, IL-2 HTRF, 48 h. 330,000 tested, under 10 active; also: % of control where 0% means no effect
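IL-2 release read by HTRF sandwich (Eu cryptate donor, d2 acceptor, 665 nm emission) after 48 hr exposure of primary human leukocytes to compound together with anti-CD3 beads in the absence of co-stimulatory signals.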
TSG101-PTAP inh = blocks PTAP/TSG101 interaction to inhibit HIV-1 budding; Q99816; Fluorescence polarization, FITC-PTAP peptide / Tsg101 binding; Potency, µM (titrated, usually from 115 µM), without a hit: at the highest dose activity change, negative = inhibition, most hits filed as inhibitors; 340,000 tested, under 10 active; active = well fitted inhibition curve with a large enough effect in the main read-out, with a control signal flat, not every such curve was filed as active; inconclusive = small, poorly fitted or top-dose-only effect, or effect the other way, or a change in a side signal; inactive = no such curve, though single readings can be large or run the other way; also: potency is read from the fitted curve at half-maximal effect; % of control where 0% means no effect
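FP read-out: FITC-PTAP peptide, 50 nM final, binding Tsg101 binding domain, 10 uM final; 20 min, r.t.; 10 mM HEPES pH 7.5, 0.15 M NaCl, 0.01% Tween 20, 3 mM EDTA, 0.1 mM TCEP.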
ELG1 repair inh = blocks ELG1-dependent DNA repair in HEK293T cells. HEK293T ELG1-luciferase reporter, luminescence, 16 h; DNA damage induced by 5-fluorouridine. Potency, µM (series often up to 46.1 µM), for the others: at the top dose activity change, negative = inhibition, usual class: inhibitors. 330,000 compounds, 2.3% hits. AID 504467; also: potency is read from the fitted curve at half-maximal effect; % is scaled to controls: 0 for no effect and ±100 for the full control effect; nearly all actives have a fitted effect of over 55% in size
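Luminescence from the luciferase reporter, measured 30 min after ONE-Glo reagent at room temperature, was the read-out. Beforehand, 2,000 cells per well were exposed for 16 hr at 37 °C to 5-fluorouridine together with compound or vehicle.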
Mito fusion yeast = mitochondrial division inhibition or fusion activation; S. cerevisiae fusion-defective mutant growth rescue, CellTiterGlo 48 h; Potency, µM (doses to about 46.1 µM), for the others: at the top dose growth rescue (activation), actives largely listed as activators; 320,000 compounds, 0.23% hits; AID 485298;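 also: potency is read from the fitted curve at half-maximal effect; % of control where 0% means no effect; nearly all actives have a fitted effect of over 45% in size; temperature-sensitive fusion mutants such as fzo1-1 at 37 °C on non-fermentable ethanol glycerol medium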
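Compounds are tested for their ability to restore growth of mitochondrial fusion-defective yeast strains at non-permissive 37C in YPEG medium over 48 hours. Viability is quantified by luciferase luminescence.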
Chronic BCR inh = chronic active BCR signaling inhibition | Potency, µM (series often up to 46.1 µM), without a hit: at the highest dose ratio change, negative = lower green/red ratio, usual class: inhibitors | 340,000 compounds, 0.05% hits | ABC-DLBCL IkBa-CBG/CBR reporter, luminescence ratio, 4 h | AID 493014; active = well fitted inhibition curve with a large enough effect in the signal ratio, with a control signal flat, not every such curve was filed as active; inconclusive = small, poorly fitted or top-dose-only effect, or effect the other way, or a change in a side signal; the % refers to the signal ratio;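 also: potency is read from the fitted curve at half-maximal effect; plate controls were basal doxycycline-induced cells for no effect and cells given 10 µM MG132 for full effect; MG132 reads +100%, hits lower the ratio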
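Doxycycline induced both beetle luciferases in TMD8 lymphoma cells; IKK-driven degradation limits the IkappaBalpha-fused green signal, while red luminescence normalises for cell number and nonspecific effects. Compounds tested up to 46 uM, 4 hrs.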
uPA surface inh = blocks generation of uPA at the cell surface. cell surface uPA generation assay, qHTS. Potency, µM (highest dose often 38.3 µM), for inactives: at the top dose activity change, negative = inhibition, actives largely listed as inhibitors. 330,000 compounds, 0.31% hits. AID 540303; active = well fitted inhibition curve with a large enough effect; inconclusive = small, poorly fitted or top-dose-only effect; inactive = no such curve, though single readings can be large or run the other way; tested in mouse RAW 264.7 cells; also: potency is read from the fitted curve at half-maximal effect; % is scaled to controls: 0 for no effect and ±100 for the full control effect; nearly all actives have a fitted effect of over 55% in size
B2AR arrestin = agonists driving beta-arrestin recruitment to human beta2-adrenergic receptor. P07550. beta-arrestin recruitment to beta2AR, cell-based reporter. Potency, µM (highest dose often 46.1 µM), for the others: at the highest dose activation, usual class: activators. 330,000 compounds, 0.02% hits. AID 492947;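 also: potency is read from the fitted curve at half-maximal effect; 0% = DMSO controls and full agonism = EC100 isoproterenol or metaproterenol; nearly all actives have a fitted effect of over 65% in size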
Tb PFK inh = blocks T. brucei phosphofructokinase; T. brucei PFK, ADP-Glo luminescence; 330,000 compounds, 0.17% hits; Potency, µM (top dose mostly 57.5 µM), without a hit: top-dose activity, negative = inhibition, usual class: inhibitors;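 also: potency is read from the fitted curve at half-maximal effect; 0% = uninhibited 1x PFK enzyme wells and -100% = no-enzyme wells; nearly all actives have a fitted effect of over 60% in size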
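PFK 1.25 nM, F6P 0.5 mM, ATP 0.1 mM, 0.1 M TEA pH 8.0, 5 mM MgCl2, 0.01% Tween20, 0.1% BSA; 45 min RT. ADP-Glo readout. qHTS titration up to 57 uM; curves fitted, compounds curve-classed.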
Eya2 phos inh = blocks the phosphatase activity of human Eya2; 330,000 compounds, 0.006% hits; Potency, µM (top dose mostly 76.9 µM), inactives show at the top dose activity, negative = inhibition, usual class: inhibitors; O00167; recombinant Eya2, OMFP fluorescence dephosphorylation (OMFP is methylfluorescein phosphate); also: potency is read from the fitted curve at half-maximal effect; % is scaled to controls: 0 for no effect and ±100 for the full control effect
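Eya2 protein (added as 0.2 uM solution) was preincubated with compound for 10 min at ambient temperature in 50 mM HEPES pH 7.5, 50 mM NaCl, 5 uM MgCl2, 0.05% BSA, 1 mM DTT. OMFP (added at 50 uM) then reacted 10 min; fluorescence read at 485/525 nm.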
USP2a block = inhibitors of human ubiquitin-specific protease USP2a. O75604. Potency, µM (doses to about 38.3 µM), inactives show at the highest dose activity change, negative = inhibition, actives largely listed as inhibitors. AID 463254. USP2 core, Ub-CHOP2 coupled fluorogenic reporter, 485/531. 330,000 compounds, 0.01% hits;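 also: potency is read from the fitted curve at half-maximal effect; plate controls were DMSO wells for no effect and full inhibition by NEM control for full effect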
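USP2 core (10nM final) preincubated 30min RT with compound in 20mM Tris-HCl pH 8.0, 2mM CaCl2, 2mM beta-mercaptoethanol, 0.05% CHAPS; 25nM Ub-CHOP2 plus 25nM reporter substrate added, fluorescence (Ex485/Em531) read after 60min.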
TSHR antagonist = antagonists of human thyroid stimulating hormone receptor. P16473. TSHR-expressing cells, TSH-stimulated cAMP HTRF, 2 h; stronger effect = lower value. activity change, negative = inhibition, % at 11.5 µM. 330,000 compounds, 0.2% hits;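 active = activity change below a set negative limit, meaning inhibition stronger than a set level, cut at about -70% in these data; inconclusive = activity change between two set negative limits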; also: % is scaled to controls: 0 for no effect and ±100 for the full control effect
Target sequence (P16473 whole entry, looked up): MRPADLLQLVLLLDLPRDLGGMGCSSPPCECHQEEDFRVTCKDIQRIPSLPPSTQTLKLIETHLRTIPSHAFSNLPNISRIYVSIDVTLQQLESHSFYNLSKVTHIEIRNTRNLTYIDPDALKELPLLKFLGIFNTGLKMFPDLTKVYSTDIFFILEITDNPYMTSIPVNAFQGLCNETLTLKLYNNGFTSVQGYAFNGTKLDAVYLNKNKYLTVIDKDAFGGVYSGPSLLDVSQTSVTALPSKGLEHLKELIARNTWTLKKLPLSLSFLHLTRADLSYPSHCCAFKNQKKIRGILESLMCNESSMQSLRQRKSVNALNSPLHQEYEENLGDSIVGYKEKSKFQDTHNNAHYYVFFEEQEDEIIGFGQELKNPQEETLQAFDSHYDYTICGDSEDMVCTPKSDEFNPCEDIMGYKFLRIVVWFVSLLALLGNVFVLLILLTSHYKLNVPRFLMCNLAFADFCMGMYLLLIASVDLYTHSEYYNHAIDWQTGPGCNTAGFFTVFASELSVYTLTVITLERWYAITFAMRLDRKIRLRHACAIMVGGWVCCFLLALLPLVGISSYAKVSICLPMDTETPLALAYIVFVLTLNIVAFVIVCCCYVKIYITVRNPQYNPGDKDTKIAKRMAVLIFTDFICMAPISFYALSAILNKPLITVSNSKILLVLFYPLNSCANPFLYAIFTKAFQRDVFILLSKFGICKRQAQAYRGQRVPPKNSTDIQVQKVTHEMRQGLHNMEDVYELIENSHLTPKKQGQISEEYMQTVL
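Competitive HTRF cAMP read-out (cryptate anti-cAMP antibody, cAMP-d2; 30 min, room temperature) in freshly harvested TSHR cells. Compounds added before TSH at EC80 (4nM final), followed by 2 hours' incubation at 37 deg C.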
The depositor's hits bear a star; ? = inconclusive; . = not tested or not shown; [ ] = dose if it differs, or a comment. Unless noted, calls follow the shape of the dose curve; as a rule, active = well fitted curve in the direction sought with a large enough effect; inconclusive = small, poorly fitted or top-dose-only effect, or another doubt; inactive = no such curve, though single readings can be large; an effect the other way counts as inactive or inconclusive. Rows are unselected. Share with any hit: about 3%.

SMILES	TCR act	TSG101-PTAP inh	ELG1 repair inh	Mito fusion yeast	Chronic BCR inh	uPA surface inh	B2AR arrestin	Tb PFK inh	Eya2 phos inh	USP2a block	TSHR antagonist
NC(=S)N/N=C\c1c2ccccc2cc2ccccc12	6.0%[46.1 µM]	-4.5%	?	-11.5%	?	-6.8%	7.1%	2.3%	1.2%	1.3%	-20.0
Cc1n[nH]c(=O)c2c1nnn2Cc1ccc(F)cc1	1.9%	0.8%	-1.0%	4.0%	1.2%	-1.2%	0.5%	-9.4%	-26.8%	1.4%	0.6
COc1cc(S(=O)(=O)NCC2CCCO2)c(OC)cc1Cl (configuration not stated)	0.8%	-2.7%	-5.7%	5.4%	1.6%	-7.3%	0.2%	-2.9%	-6.7%	0.5%	-5.0
O=C(CCOc1ccccc1)Nc1ccc(Br)cc1	.	0.6%	?	2.1%	?	4.0%	0.5%	1.1%	2.8%	0.9%	-1.5
COc1cccc(-c2nc(NCc3ccco3)c3ccccc3n2)c1O	6.5%	-0.7%	?	-2.4%	11.9%	6.7%	-0.4%	1.4%	-9.7%	9.4%	11.5
O=C(NCc1ccco1)C(c1ccccc1F)N(CC1CCCO1)C(=O)Cn1nnc2ccccc21 (configuration not stated)	5.3%	-5.3%	2.2%	0.0%	3.4%	5.1%	-0.3%	-0.6%	-9.3%	-1.0%	15.9
O=C(OCN1C(=O)c2ccccc2C1=O)c1cccc(S(=O)(=O)N2CCOCC2)c1	5.6%	.	10.2%	-2.3%	?	-8.3%	0.8%	0.4%	-3.6%	4.0%	-3.5
CC1CC(C)CN(C(=O)CSCC(=O)O)C1 (configuration not stated)	1.8%	-2.3%	9.4%	-1.6%	?	-0.9%	0.0%	11.6%	0.9%	7.6%	-1.3
CCN(CC)CCCNC(=S)Nc1ccc(Br)cc1	-5.9%	-1.7%	?	-2.2%	?	5.1%	0.4%	-2.9%	3.6%	7.8%	-19.3
COc1ccc(Br)cc1/C=N/NC(=O)c1cc(Br)ccc1O	.	.	-0.6%	-10.6%	?	.	-0.2%	-3.5%	-7.5%	-2.3%	-1.6
N#Cc1ccc(C(=O)OCC(=O)Nc2cccnc2Cl)cc1	-83.2%	-2.4%	8.0%	-5.8%	0.8%	10.1%	-1.0%	-0.5%	26.5%	-1.1%	4.6
Oc1ccccc1CNc1cccc2cccnc12	-3.6%	2.2%	?	3.4%	?	-2.7%	-0.7%	-2.8%	-21.3%	2.0%	3.4
COc1ccc(NC(=O)N(C)C[C@H]2Oc3c(NC(=O)Nc4ccc(C(F)(F)F)cc4)cccc3C(=O)N([C@H](C)CO)C[C@@H]2C)cc1	-4.2%	-0.5%	?	.	?	0.5%	0.2%	2.5%	7.9%	-8.1%	-26.1
Cc1ccc(-n2c3c(cc(C(=O)NCCCN4CCOCC4)c2=O)C(=O)CC(C)(C)C3)cc1	-4.2%	-2.1%	?	-0.4%	5.1%	3.8%	-0.1%	-4.3%	-5.4%	-0.6%	19.8
Cc1cc(C)cc(-n2c(SCC(=O)Nc3cccc(S(=O)(=O)NC4=NCCCCC4)c3)nc3ccccc3c2=O)c1	-8.9%	-2.7%	1.2%	-0.2%	?	-1.1%	5.2%	-13.8%	2.4%	3.4%	-0.9
O=C(CSc1nnc(-c2cccs2)n1C1CC1)NCC1CCCO1 (configuration not stated)	0.0%	-4.3%	19.1%	0.5%	-0.3%	4.5%	0.1%	9.3%	0.6%	-0.3%	18.7
COc1cccc(C2(O)C(=O)Nc3ccccc32)c1 (configuration not stated)	-1.7%	0.6%	11.1%	6.8%	0.9%	2.5%	-0.6%	3.4%	8.4%	-0.3%	14.5
C=CCOc1ccc(Br)cc1CNCCCN1CCOCC1	4.5%[46.1 µM]	-0.9%	8.8%	-8.1%	2.5%	-3.2%	-0.8%	-1.0%	2.5%	2.5%	17.9
CCCCNS(=O)(=O)c1ccc2nc(-c3cccnc3)cc(C(=O)NC3CC3)c2c1	1.8%	1.0%	-3.7%	-1.0%	-1.6%	11.9%	-0.3%	-0.2%	-4.8%	7.7%	-4.3
Cc1ccc(-n2cccc2/C=N/n2cnnc2)cc1Cl	-2.6%	-5.2%	?	8.5%	?	-1.5%	0.2%	-3.1%	7.2%	0.5%	-1.4
O=C(Nc1nnc(SCc2ccccc2Cl)s1)C1COc2ccccc2O1 (configuration not stated)	4.9%	-5.2%	0.0%	20.3%	?	2.8%	0.5%	1.5%	21.0%	-2.3%	-20.6
N#C/C(=C\c1ccc(Cl)cc1)C(=O)Nc1cccnc1	-6.6%	0.4%	-1.3%	-1.5%	-0.6%	-1.2%	-0.1%	0.5%	11.9%	10.0%	-5.8
CCN(Cc1nc2ccccc2c(=O)[nH]1)C(=O)C1CC(=O)N(c2cccc3ccccc23)C1 (configuration not stated)	0.2%	-0.8%	-14.1%	0.9%	?	4.4%	-0.4%	-2.5%	20.8%	3.2%	0.2
CC(OC(=O)/C=C/c1ccccc1)C(=O)Nc1ccc(C(N)=O)cc1 (configuration not stated)	-4.3%	1.1%	17.8%	1.3%	-6.2%	-19.1%	0.1%	2.2%	-1.1%	-0.2%	6.2
Cc1nc2cc(N3CCCCC3)c(NC(=O)c3ccncc3)cc2c(=O)n1Cc1ccc(Cl)cc1	.	.	11.4%	1.5%	-0.5%	.	0.7%	1.0%	6.1%	1.1%	11.5
Next section
SMILES	TCR act	TSG101-PTAP inh	ELG1 repair inh	Mito fusion yeast	Chronic BCR inh	uPA surface inh	B2AR arrestin	Tb PFK inh	Eya2 phos inh	USP2a block	TSHR antagonist
O=C(NCc1ccc(Cl)cc1)c1ccc(Cl)cc1[N+](=O)[O-]	2.9%	-2.8%	4.3%	4.6%	1.6%	4.2%	0.0%	-2.3%[0.46 µM]	-0.7%	-6.5%	3.2
COC(=O)C(C)(C(=O)OC)c1ccc([N+](=O)[O-])cn1	2.2%	-1.3%	-7.1%	-0.7%	-17.3%	-0.6%	-0.3%	-4.3%	7.7%	2.7%	-7.4
CSc1ccccc1NC(=O)Cn1ccsc1=N	-0.3%	0.2%	16.3%	5.7%	2.3%	1.3%	-0.1%	-0.6%	5.5%	1.2%	6.4
S=C(NCc1ccccc1)N1CCCCC1	14.9%	1.1%	-0.6%	-8.6%	-2.8%	-6.0%	-0.3%	-2.5%	-6.6%	-2.3%	-1.1
N#CC1(NC(=O)CSc2nnc(-c3ccccc3F)n2N)CCCCC1	0.2%	-0.4%	4.1%	-1.3%	1.2%	1.8%	0.0%	14.5%	-16.1%	1.2%	0.1
CC1(C)CC(=O)C=C(c2cccc3c2sc2ccccc23)C1	-0.4%	0.9%	?	?	2.1%	-1.6%	0.2%	2.3%	1.5%	0.0%	-32.4
O=C(COC(=O)c1cccnc1Cl)NC12CC3CC(CC(C3)C1)C2	-6.0%	0.3%	4.4%	.	-18.5%	-7.0%	-0.4%	-6.7%	-9.8%	-0.8%	-7.1
O=C(c1cc2ccccc2o1)N1CCN=C1SCc1cccnc1	0.0%	0.7%	-11.1%	2.8%	5.5%	2.0%	-0.4%	1.6%	9.3%	-0.2%	-2.1
CCCNC(=O)Cn1cnc2sc(C(=O)N3CCN(Cc4ccc5c(c4)OCO5)CC3)c(C)c2c1=O	-38.7%	-7.1%	?	7.5%	1.2%	-1.3%	0.2%	1.2%	-2.3%	5.2%	6.9
CC(C)C[C@H](NC(=O)c1nc[nH]c1C(=O)N1CCc2ccccc2C1)C(=O)OCc1ccccc1	-2.4%	-8.5%	11.0%	-12.1%	-5.3%	-7.0%	-0.4%	-10.8%	0.7%	-18.5%	12.6
CCCCOCCCNC(=O)N[C@H](C(=O)OC)C(C)C	0.9%	-6.5%	0.8%	0.2%	0.8%	5.9%	0.5%	4.1%	21.8%	0.1%	-4.4
O=C(CC1CCCC1)N1CCCC(Nc2cccc(F)c2)C1 (configuration not stated)	9.7%	3.9%	-14.9%	10.1%	0.0%	3.4%	-0.4%	-2.9%	5.0%	-2.0%	3.1
